# FBPA Giardia inh – qHTS Assay for Inhibitors of Fructose-1,6-bisphosphate Aldolase from Giardia Lamblia. purified Giardia FBPA. Potency, µM (doses to about 59.6 µM), inactives show top-dose activity, negative = inhibition, hits mostly inhibitors. hit rate 0.71% among 290,000. AID 2451, 2010; active = well fitted inhibition curve with a large enough effect; inconclusive = small, poorly fitted or top-dose-only effect, or effect the other way; note: nearly all actives have a fitted effect of over 55% in size
# Target sequence (A8B2U2 whole entry, looked up): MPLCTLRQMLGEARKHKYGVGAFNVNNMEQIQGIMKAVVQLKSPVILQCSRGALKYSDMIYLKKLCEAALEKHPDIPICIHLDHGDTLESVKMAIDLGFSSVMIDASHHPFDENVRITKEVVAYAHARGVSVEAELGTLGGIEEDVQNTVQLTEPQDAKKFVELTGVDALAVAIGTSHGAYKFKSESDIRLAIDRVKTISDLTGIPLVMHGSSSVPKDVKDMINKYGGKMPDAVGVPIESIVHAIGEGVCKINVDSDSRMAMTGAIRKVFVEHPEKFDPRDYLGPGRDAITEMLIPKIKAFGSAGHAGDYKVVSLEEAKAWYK
#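 40 nM FBPA preincubated 10 min at RT with compound (up to 57.5 uM final), then substrate plus GAPDH/TPI/NAD/arsenate coupling and diaphorase/resazurin added. Fluorescence read after 20 min at RT, 525/598 nm.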
# The depositor's hits bear a star; ? = inconclusive; & = joins results of further samples; [ ] = another dose, or the depositor's remark. % is set by controls: 0 for no effect and ±100 for the full control effect; potency is the fitted concentration of half-maximal effect.
SMILES,FBPA Giardia inh
COCCn1c(=O)c(-c2cc(F)cc(F)c2)nc2cnc(N3CCOCC3)nc21,7%
CC(=O)OC1CC2C(C)(C)C(=O)CC[C@]2(C)C2CC[C@@]3(C)C(c4ccoc4)OC(=O)C4OC43[C@]12C (some centres undefined),-5%
COc1ccc(-n2c(=O)c(-c3cccs3)nc3cnc(N4CCNCC4)nc32)cc1,-7%
NCC1O[C@@H](O[C@@H]2C(O)[C@H](O[C@H]3OC(CO)C(O)C(N)C3O)[C@@H](N)C[C@H]2N)C(N)C(O)C1O (some centres undefined),-5%
C=C1C([C@@]2(C)C(OC(C)=O)CC(=O)O[C@@](C)(COC(C)=O)C2CC(=O)OC)C(OC=O)C(OC(=O)C(O)C(C)CC)[C@]2(C)C(c3ccoc3)CC(=O)C12O (some centres undefined),-14%
Cc1ccccc1-c1cncnc1NCCN1CCOCC1,-6%
O[C@H](CN1CCN(c2cccc(Cl)c2)CC1)C(c1ccccc1)c1ccccc1,3%
C=C[C@@]1(C)CC[C@H](O)[C@H]2C(=O)CCC[C@@H]21,3%
CC(=O)Nc1ccc(SCC(c2ccccc2)N2CCN(C)CCC2=O)cc1 (centres undefined),6%
CO[C@@H]1COC(=O)[C@H](Cc2ccccc2)NC(=O)C/C=C\[C@@H](C)[C@H](OC)COC(=O)[C@@H](C)NC(=O)C/C=C\[C@H]1C,0%&3%[12.9 µM]
O=c1c(-c2ccc(F)cc2)nc2cncnc2n1C1CC1,2%
CCNc1ncc2nc(-c3ccc(OC)cc3)c(=O)n(Cc3cccc(OC)c3)c2n1,-4%
O=C(c1ccncc1)N1CCC2(CCCN(c3ccncc3)C2)CC1,2%
CC(C)=C1C(=O)C(c2ccccc2)=C2CN3C(=O)N(CCc4ccccc4)C(=O)[C@]3(Cc3ccc(C(F)(F)F)cc3)[C@H]21,-3%
OC[C@H]1O[C@@H](n2cnc3c(NC4CCCCC4)ncnc32)[C@H](O)[C@@H]1O,-6%
Cc1ncc(CO)c(C=O)c1O,-13%&-10%&-1%
OCCC(O)CO (centres undefined),-1%&5%&0%
C[C@]12CC[C@@H](O)CC1CCC1C2CC[C@]2(C)C(=O)CC[C@@H]12 (some centres undefined),-1%
COc1cc2c(c3oc4cccc(O)c4c(=O)c13)C1C=CO[C@@H]1O2 (some centres undefined),-9%
COC(=O)N1CCC2(CCCN(C(=O)Nc3cccc(C#N)c3)C2)CC1,6%
COc1ccc(-c2nc3cnc(N4CCNCC4)nc3n(CCc3ccccc3)c2=O)cc1,-1%
N[C@@H]1C(O)OC(CO)C(O)C1O (some centres undefined),0%
NCCCC[C@H](N)C(=O)N[C@@H](CCCN=C(N)N)C(=O)N1CCC[C@H]1C(=O)N1CCC[C@H]1C(=O)NCC(=O)N[C@@H](Cc1ccccc1)C(=O)N[C@@H](CO)C(=O)N1CCC[C@H]1C(=O)N[C@@H](Cc1ccccc1)C(=O)O,-3%
COc1ccc(C(=O)N2CCC3(CC2)CN(C(=O)Nc2ccccc2)C3)cc1,3%
COc1ccccc1-c1ccc2ncnc(NCc3cnc(C)cn3)c2c1,1%
CC1CC[C@@]23CCC4(C)[C@@]5(C)CCC6C(C)(C)C(O)CC[C@@]6(C)C5C=C[C@@]4(OC2=O)C3C1C (some centres undefined),4%
N#CC(C#N)=Cc1cc(O)c(O)c(O)c1,16µM*
COC(=O)CN1CC(=O)c2ccccc2S1(=O)=O,25%
CN(C)Cc1ccccc1-c1nc(N(C)C)c2ccccc2n1,0%
CC(C)NC(=O)N1CCC2(CC1)CCN(C(=O)c1cccn1C)CC2,1%

# Ordered by SMILES length (descending): 3 of the compounds above.
SMILES,FBPA Giardia inh
COC(=O)N1CCC2(CCCN(C(=O)Nc3cccc(C#N)c3)C2)CC1,6%
C=C[C@@]1(C)CC[C@H](O)[C@H]2C(=O)CCC[C@@H]21,3%
O=C(c1ccncc1)N1CCC2(CCCN(c3ccncc3)C2)CC1,2%

# New compounds follow
SMILES,FBPA Giardia inh
CC(=O)Oc1ccc2c(c1C(C)C)CCC1C(C)(C)CCC[C@@]21C (some centres undefined),0%
COc1ccc(Oc2ncc3nc(C)c(=O)n(C[C@H]4CCCO4)c3n2)cc1,-6%
C=CCc1cccc(C2C(C)CCC3C(=O)N4C(CCC(C)C4c4cccc(CC=C)c4)C(=O)N32)c1 (centres undefined),-1%[12.9 µM]
CCCCC#CC1C=CC(Oc2cc(OC)c(OC)c(OC)c2)C(COC(=O)OCC)O1 (centres undefined),-11%[12.9 µM]
COC(=O)CCCOc1ccc(Cl)cc1Cl,-4%
CC1=CC(=O)C2=C(C)CC[C@H]3[C@H](C)C(=O)O[C@@H]3C12 (some centres undefined),13%
CC1OC(OC2C(CO)OC(OC3C(CO)OC(O)C(O)C3O)C(O)C2O)C(O)C(O)C1NC1C=C(CO)C(O)C(O)C1O (centres undefined),6%&2%
C[C@]12CCC(=O)C=C1CCC1C2C(O)C[C@]2(C)C1CC[C@]2(O)C(=O)CO (some centres undefined),2%
CN1CC[C@@]23c4ccccc4N[C@H]1[C@]21CCN(C)[C@@H]3Nc2ccccc21,0%[21.7 µM]
Cc1nc(NCCO)c2nc(-c3ccccc3)n(CCN(C)C)c2n1,1%
COc1ccc2c(c1)O[C@@H](c1cccc(C(F)(F)F)c1)[C@H](OC(=O)N[C@H](C)C1CCCCC1)C2=O,3%
CC(=O)OCC(=O)[C@@]1(O)CCC2C3CCC4=CC(=O)CC[C@@]4(C)[C@]3(F)C(O)C[C@]21C (some centres undefined),1%
COc1cc(-c2oc3cc(O)ccc3c(=O)c2O)ccc1O,-2%
COC(=O)[C@@H]1CC[C@H](C)[C@@H](c2ccc(C)cc2)N1C(=O)c1ccc(/C=N\OC[C@@H](O)[C@H]2O[C@H]3OC(C)(C)O[C@H]3[C@@H]2O)cc1,2%[12.9 µM]
CCCCCCCCCCCCC/C=C/[C@@H](O)[C@H](CO)NC(=O)CCCCCCC,-1%
CN1CCN(c2ccnc(-c3cccc(NS(C)(=O)=O)c3)n2)CC1,-5%
CC(=O)S[C@H]1CC2=CC(=O)CC[C@@]2(C)[C@H]2CC[C@@]3(C)[C@H](CC[C@]34CCC(=O)O4)[C@@H]12,4%[21.7 µM]
CCOC(=O)CNC(=O)O[C@H]1C(=O)c2ccc(OC)cc2O[C@@H]1c1ccc2c(c1)OCO2,0%
CC(C)NC(=O)N1CCC2(CC1)CCN(C(=O)c1cnccn1)CC2,-1%
O=C(O)c1ccccc1-c1oc2cc(O)ccc2c(=O)c1Oc1ccccc1,29%
C=C1CCC[C@]2(C)C[C@H]3OC(=O)[C@H](CNCCc4ccccc4OC)C3CC12 (some centres undefined),-2%
Nc1ccc2c3c(cccc13)C(=O)NC2=O,-4%&0%
N[C@H](CCC(=O)N[C@H](CSN=O)C(=O)NCC(=O)O)C(=O)O,?
COc1ccc(-c2nc3cnc(N(C)C)nc3n(Cc3ccc(F)cc3)c2=O)cc1,18%
COc1ccc(C(=O)N2CCC3(CCCN(CC(C)C)C3)CC2)cc1,0%
CC(=O)O[C@H]1CC2(C)[C@@H](C[C@@H](O)[C@H]3[C@@]4(C)CC[C@@H](O)[C@@H](C)[C@@H]4CC[C@@]32C)C1=C(CCC=C(C)C)C(=O)O (some centres undefined),-2%
CCCn1c(-c2ccc(F)cc2)nc2c(N3CCN(Cc4nc(OC)cc(OC)n4)CC3)nc(C)nc21,-10%
c1ccc2[nH]c(NCCCc3cnc[nH]3)nc2c1,?
CCc1c2c(nc3ccc(OC)cc13)-c1nc3ccccc3c(=O)n1C2,-16%
CN1CCN(c2nc(-c3ccoc3)nc3ccccc23)CC1,1%
CC(C1CCCC(=O)C1)[N+](=O)[O-] (centres undefined),3%
COC(=O)N1CCC2(CCCN(Cc3cc(C(F)(F)F)cc(C(F)(F)F)c3)C2)CC1,8%
CN(C)C(=O)n1nnnc1Cc1ccc(-c2ccccc2)cc1,0%
CS(=O)(=O)Nc1cccc(-c2nc(NCc3cccnc3)c3ccccc3n2)c1,-9%
Cc1noc(C)c1-c1cncnc1NC1CC1,-7%
Cc1noc(C)c1C(=O)N1CCC[C@@]2(CCN(CC(C)C)C2)C1,-9%
CCCn1c(C)nc2c(NCC3CCCN3CC)nc(C)nc21 (centres undefined),0%
CC(=O)O[C@]1(C)CC[C@]23CC1C(C)(C)C2CC[C@@H]3C (some centres undefined),0%
COC(=O)N1CCC2(CCN(C(=O)Nc3ccc(OC)cc3)CC2)CC1,-10%
COc1cccc(Nc2ncc3nc(CCc4ccccc4)c(=O)n(C[C@H]4CCCO4)c3n2)c1,-16%
C=CC[C@@](C(C)=O)(C(=O)OC)C(NC(=O)OC(C)(C)C)c1ccccc1 (some centres undefined),2%
CCCC[C@H]1CCCO[C@@](C(=O)NCc2cc(C)n(C)n2)(C(F)(F)F)C1,0%
CCNc1ncc2nc(-c3cccs3)c(=O)n(C)c2n1,-1%
O=C(c1cccc(F)c1)N1CCC2(CCCN(Cc3ccccc3)C2)CC1,1%
CN(C)C(=O)c1ccc(-c2ccc3ncnc(N4CCC(C(=O)O)CC4)c3c2)cc1,-8%
CCOP(=O)(OCC)Oc1ccc2ccc(=O)oc2c1,2%
O=C(/C=C/c1ccccc1)N1CCCC1CO (centres undefined),-2%[12.9 µM]
COC(=O)C1C(c2ccccc2)C2C(=O)c3c(OC)cc(OC)cc3O[C@@]12c1ccc(OC)cc1 (some centres undefined),1%[12.9 µM]
C#CC(N)CCC(=O)O (centres undefined),-4%
CCC(C)C(=O)OC1C(O)C2C(CN3CC(C)CCC3[C@]2(C)O)C2C[C@]34O[C@@]5(O)C(OC(=O)C(C)(O)CC)CCC3(C)C5C(OC(C)=O)C(OC(C)=O)C4[C@@]21O (some centres undefined),-2%
NCCCCCCC(O)(P(=O)(O)O)P(=O)(O)O,2%
COC(=O)N1CCC2(CC1)CN(C(c1ccccc1)c1ccccc1)C2,6%
CC(=O)OCC1=C(C(=O)O)N2C(=O)[C@@H](N)[C@@H]2SC1,?
C=CN1CCCC1=O,6%
COc1cc(O)cc(OC)c1OC,?
CCOC(=O)c1c(N)sc(C)c1-c1ccccc1,-25%
COc1ccc(O[C@H]2C=C[C@@H](c3ccccc3)O[C@H]2CO/N=C\C[C@@H]2C=C[C@H](OC(C)=O)[C@H](COC(C)=O)O2)cc1,-2%[12.9 µM]
COc1ccc(C2/C=C\CN(CC3CCCCC3)C(Cc3ccccc3)C(=O)N2Cc2ccc(F)cc2)cc1 (centres undefined),-1%
CN1C(=O)[C@]23CC4=CC=C[C@H](O)[C@H]4N2C(=O)[C@@]1(CO)SS3,?
CN(C)c1ncnc2ccc(-c3cccnc3)cc12,-11%

# Remaining list, next part.
SMILES,FBPA Giardia inh
C=C1OC(CO)(n2cnc3c(N)ncnc32)C(O)C1O (centres undefined),3%
CC12CCC=CC1C(c1cccc(Br)c1)N(Cc1ccccc1)C2=O (centres undefined),1%
COC(=O)c1ccc(-c2ccc(OC)c(C3C4C=CCC(C)C4C(=O)N3Cc3ccccc3)c2)cc1 (centres undefined),1%
CCCCc1cc2c(cn1)=C(OC(=O)c1ccco1)C(C)(OC(=O)CC)C(=O)C=2 (centres undefined),-10%[12.9 µM]
COC(=O)c1cc(OC)c(=O)c2c(OC)c(OC)ccc2c1,2%
CC(=O)OCC(NC(=O)C(Cc1ccccc1)NC(=O)OC(C)(C)C)C1OC(n2ccc(=O)[nH]c2=O)C(OC(C)=O)C1OC(C)=O (centres undefined),8%
N#Cc1cccc(-c2nccc(NCc3ccccc3)n2)c1,-7%
CC(=O)OC1CC2C(C)(C)CCC(=O)[C@@]2(C)C2CC[C@@]3(C)C(c4ccoc4)OC(=O)C4OC43[C@]12C (some centres undefined),10%
COCCNc1ncnc2ccc(-c3ccc(C(=O)N(C)C)cc3)cc12,1%
CC(=O)Nc1c2sscc-2n(C)c1=O,0%
C[C@@]12CC(=O)C3=C(CCCC3=O)N1CCc1ccccc12,-2%
N#Cc1cccc(CS(=O)(=O)c2nnnn2-c2cc(C(F)(F)F)cc(C(F)(F)F)c2)c1,0%
Clc1ccc(CC[C@H](Cn2ccnc2)Sc2c(Cl)cccc2Cl)cc1,4%[21.7 µM]
O=C(O)c1cc(=O)c2cccc(O)c2[nH]1,?
COc1ccc(CNc2nc(NCc3ccc(OC)cc3)c3ncn(C(C)C)c3n2)cc1,-20%

# Compounds above that have sulfur, in the order listed:
SMILES,FBPA Giardia inh
COc1ccc(-n2c(=O)c(-c3cccs3)nc3cnc(N4CCNCC4)nc32)cc1,-7%
CC(=O)Nc1ccc(SCC(c2ccccc2)N2CCN(C)CCC2=O)cc1 (centres undefined),6%
COC(=O)CN1CC(=O)c2ccccc2S1(=O)=O,25%
CN1CCN(c2ccnc(-c3cccc(NS(C)(=O)=O)c3)n2)CC1,-5%
CC(=O)S[C@H]1CC2=CC(=O)CC[C@@]2(C)[C@H]2CC[C@@]3(C)[C@H](CC[C@]34CCC(=O)O4)[C@@H]12,4%[21.7 µM]
N[C@H](CCC(=O)N[C@H](CSN=O)C(=O)NCC(=O)O)C(=O)O,?
CS(=O)(=O)Nc1cccc(-c2nc(NCc3cccnc3)c3ccccc3n2)c1,-9%
CCNc1ncc2nc(-c3cccs3)c(=O)n(C)c2n1,-1%
CC(=O)OCC1=C(C(=O)O)N2C(=O)[C@@H](N)[C@@H]2SC1,?
CCOC(=O)c1c(N)sc(C)c1-c1ccccc1,-25%
CN1C(=O)[C@]23CC4=CC=C[C@H](O)[C@H]4N2C(=O)[C@@]1(CO)SS3,?
CC(=O)Nc1c2sscc-2n(C)c1=O,0%
N#Cc1cccc(CS(=O)(=O)c2nnnn2-c2cc(C(F)(F)F)cc(C(F)(F)F)c2)c1,0%
Clc1ccc(CC[C@H](Cn2ccnc2)Sc2c(Cl)cccc2Cl)cc1,4%[21.7 µM]

# Some of the compounds tested; rates above refer to the full screens.
